# Compound activity from PubChem BioAssay.
# Ba/F3 V617F tox – reduced viability of JAK2V617F-dependent Ba/F3 cells, primary screen, JAK2V617F inhibitor project, cell-based, Ba/F3 EpoR-JAK2V617F, luminescence; ATP luminescence; inhibition, % at 5.6 µM; 220,000 compounds, 1.1% hits; AID 1446, 2008;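 active means inhibition above the campaign mean plus 3 SD over all tested compounds, cut at about 24% in these data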;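 further: cytokine-independent growth of Ba/F3 cells driven by EpoR plus mutant JAK2; 0% = DMSO-treated cells and 100% = JAK inhibitor I control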
# PPC-1+TRAIL kill – compounds killing PPC-1 cancer cells with TRAIL present, primary screen, TRAIL potentiator project, ATPLite luminescence, uHTS; PPC-1 cells + TRAIL, ATPLite viability luminescence; cell killing (% activity), % at 4 µM; 220,000 compounds, 0.41% hits;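 active means cell killing above 50% in the first pass at 4 µM, then a duplicate retest at 5 µM averaging 50% or more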;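 further: plate controls were cells with TRAIL plus DMSO for no effect and medium-only wells lacking cells for full effect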
# TNF death inh – inhibitors of TNF-alpha triggered necroptosis, primary screen, cell-based, Jurkat FADD-/-, single concentration; Jurkat FADD-/- TNF necroptosis rescue, ATP luminescence, 24 h; 0 = TNF only, 100 = no-TNF cells; activation (protection from cell death), % at 10 µM; 220,000 compounds, 0.068% hits;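 active means activation, meaning protection from cell death, of at least 50% relative to plate controls; inactive means activation below 50%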;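 further: necroptosis triggered by 40 ng/mL TNF-alpha added together with compound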
# Wee1 stabilizer – Wee1 degradation inhibitors, primary screen, cell-based, HeLa, Wee1K328M-luciferase, luminescence; 220,000 compounds, 1.2% hits; HeLa Luc-Wee1K328M stability; 100% = proteasome inhibitor MG132 effect; Wee1-like protein kinase (Homo sapiens), P30291; AID 1321, 2008; reporter increase, % at 5 µM;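 active means activation above the mean of all tested compounds plus 3 SD, set per screening run, cut at about 8.8% in these data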;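 further: cells exposed to compound for 20 h before luminescence read; 0% = DMSO alone and 100% = MG132 at 30 µM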
# BaF3 tox – parental Ba/F3 cell viability inhibition, counter-screen for JAK2V617F inhibitor project, murine pro-B, CellTiter-Glo luminescence | CellTiter-Glo ATP luminescence | inhibition, % at 5.6 µM | 220,000 compounds, 1.1% hits | AID 1486, 2009;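 active means inhibition above a per-campaign cutoff, the mean inhibition of all tested compounds plus 3 SD, cut at about 27% in these data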;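 further: 0% = DMSO wells and 100% = JAK Inhibitor I control wells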
# TRPML3 agonist – human TRPML3 channel agonists, primary screen, cell-based, HEK293 TRPML3-YFP, Fluo-8 calcium fluorescence, 3 µM | 220,000 compounds, 0.29% hits | Mucolipin-3 (Homo sapiens), Q8TDD5 | activation, % at 3 µM | 100% = the carbachol control signal;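 active means activation above its plate's cutoff, the mean activation of the plate's test wells plus 3 SD, cut at about 12% in these data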;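 further: 0% = DMSO only wells and 100% = carbachol wells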
# Target sequence (Q8TDD5 whole entry, looked up): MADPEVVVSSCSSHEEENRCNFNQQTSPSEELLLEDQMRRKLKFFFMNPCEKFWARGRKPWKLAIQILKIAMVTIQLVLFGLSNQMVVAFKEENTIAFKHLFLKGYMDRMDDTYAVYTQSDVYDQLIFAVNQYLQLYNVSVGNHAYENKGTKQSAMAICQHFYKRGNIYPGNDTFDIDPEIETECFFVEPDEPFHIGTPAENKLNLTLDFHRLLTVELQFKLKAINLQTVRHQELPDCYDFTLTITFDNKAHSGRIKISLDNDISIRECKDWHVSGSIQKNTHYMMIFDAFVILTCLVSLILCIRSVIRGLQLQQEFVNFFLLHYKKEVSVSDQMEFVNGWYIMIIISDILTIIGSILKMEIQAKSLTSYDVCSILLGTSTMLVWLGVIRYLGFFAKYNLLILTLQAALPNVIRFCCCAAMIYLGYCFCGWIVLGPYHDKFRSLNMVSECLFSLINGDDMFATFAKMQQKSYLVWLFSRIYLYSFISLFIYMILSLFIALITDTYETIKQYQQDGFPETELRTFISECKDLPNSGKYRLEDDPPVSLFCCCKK
#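 system = HEK293 cells stably carrying human TRPML3-YFP | doses = one concentration, 3 µM nominal, 0.3% DMSO | timing = dye loading 1 h 37 °C then 30 min ambient, 125 s read | detection = Fluo-8 calcium dye fluorescence, ex 470-495, em 515-575 nm | benchmarks = high control carbachol 87 µM, low control DMSO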
# RBBP9 inhibitor – human RBBP9 inhibitors, primary screen, biochemical, fluorescence polarization, FP-Rh probe, HTS | Serine hydrolase RBBP9 (Homo sapiens), O75884 | recombinant RBBP9 | inhibition, % at 7.94 µM | 220,000 compounds, 0.2% hits;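 active means inhibition above the campaign mean of all tested compounds plus 3 SD, cut at about 14% in these data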;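 further: plate controls were DMSO wells with RBBP9 for no effect and wells lacking RBBP9 protein for full effect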
# Target sequence (O75884 whole entry, looked up): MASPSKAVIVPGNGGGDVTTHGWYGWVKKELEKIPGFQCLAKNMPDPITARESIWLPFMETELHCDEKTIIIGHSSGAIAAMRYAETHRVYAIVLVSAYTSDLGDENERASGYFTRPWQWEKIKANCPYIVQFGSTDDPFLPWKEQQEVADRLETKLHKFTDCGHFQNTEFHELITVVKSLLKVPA
#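 System: RBBP9 protein | Quantity: 2.5 µM RBBP9 dispensing solution, before mixing | Reagent: FP-Rh probe, 375 nM dispensing solution | Timing: Enzyme-compound preincubation 30 min, then probe labeling 45 min, 25 °C | Measured by: Fluorescence polarization | Read-out: % inhibition | Replication: One well per compound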
# TRPN1 ag – zebrafish TRPN1 channel agonists, primary screen, cell-based, HEK293, calcium fluorescence | transient receptor potential cation channel N1 (TRPN1/NompC), Danio rerio | HEK293 zebrafish TRPN1-YFP, Fluo-8 calcium fluorescence; 100% = response to 87 µM carbachol | activation, % at 3 µM | 220,000 compounds, 0.18% hits | AID 1424, 2008;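 active means activation above its plate's cutoff, the mean activation of test wells on that plate plus 3 SD, cut at about 19% in these data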;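 further: 0% = DMSO alone and 100% = 87 µM carbachol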
#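 Material: zebrafish TRPN1-YFP in HEK293 cells; Doses: single test compound dose, 3 µM nominal, 0.3% DMSO; Timing: dye loading 1 h at 37 °C, then 30 min room temperature; Technique: intracellular calcium fluorescence with Fluo-8; Benchmarks: high carbachol 87 µM, low DMSO alone.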
# CHOP inh – inhibitors of CHOP promoter induction, primary screen, cell-based, unfolded protein response, luciferase reporter; CHO-K1 CHOP-promoter luciferase, tunicamycin-induced, 15-18 h; inhibition, % at 10 µM; 220,000 compounds, 3.8% hits;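 active means compounds that reduced the stress-induced luciferase reporter signal by more than about 70% of percent inhibition, limit read from the data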;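 further: 0% = tunicamycin plus vehicle and 100% = wells without tunicamycin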
# Active calls of the source: *; / = not tested or not shown.
# Every second line gives: Ba/F3 V617F tox	PPC-1+TRAIL kill	TNF death inh	Wee1 stabilizer	BaF3 tox	TRPML3 agonist	RBBP9 inhibitor	TRPN1 ag	CHOP inh
1	CS(=O)(=O)Nc1ccc(C(=O)NC2CCCCC2)cc1
  0	9	-0.8	-1	4	1.2	-8	3.3	5
2	CC1(C)CC(=O)C2=C(C1)N=c1s/c(=C/c3ccc(F)c(F)c3)c(=O)n1C2c1ccc(F)cc1 (configuration not stated)
  -1	-6	-14	-2	-1	0.2	-9	-0.7	-25
3	OCCCNc1nc(-c2ccc(Cl)cc2)nnc1-c1ccc(Br)cc1
  16	-14	0.9	-2	22	-0.4	-13	-0.6	27
4	CCN(CC)CCNC(=O)C(=O)NCC1OCCN1S(=O)(=O)c1ccc([N+](=O)[O-])cc1 (configuration not stated)
  2	-1	2.0	2	7	0.2	0	-0.3	9
5	O=C(N/N=C/c1ccc(OC(F)F)cc1OC(F)F)c1cccc(S(=O)(=O)N2CCOCC2)c1
  3	8	-2.1	3	9	2.5	0	2.2	17
6	CC1(C)C2CC=C(/C=N/NC(=S)NCCc3ccccc3)C1C2 (configuration not stated)
  0	-2	-3.3	2	3	-0.2	-17	-0.2	36
7	COc1cccc(-n2c(C)nnc2SCC(=O)Nc2ccccc2N2CCOCC2)c1
  3	-20	-0.3	0	2	-0.1	-17	0.8	11
8	CC(=O)c1c(C)n(C)c2ccc(OC(=O)c3ccco3)cc12
  0	15	-0.9	1	4	0.6	5	0.7	9
9	Cc1ccc(-n2ncc3c(=O)[nH]cnc32)c(C)c1
  0	16	-0.1	8	4	-0.7	-5	0.8	32
10	CCOC(=O)c1nn(-c2cccc(Cl)c2)c2nc(Nc3ccccc3)cc(=O)n12
  -2	32	0.4	0	-1	-0.6	2	-1.7	39
11	Cc1ccc2nc(/C(C#N)=N/O)[nH]c2c1
  5	8	-1.2	6	6	1.1	-7	0.7	-12
12	O=C(OCc1cccnc1)C1=Cc2ccccc2OC1
  -5	24	-0.7	6	-2	0.7	5	0.6	-6
13	CCCCc1nc2ccc(S(=O)(=O)O)cc2[nH]1
  0	17	1.8	5	0	0.4	-4	-0.7	-3
14	COC(=O)/C(=C/c1cccnc1)NC(=O)c1ccccc1
  1	4	0.3	3	7	0.7	-3	-0.6	0
15	Cc1ccccc1NC(=O)Cc1nnc(SCC(=O)Nc2ccccc2)n1C
  -2	34	1.1	0	1	0.7	-1	0.0	24
16	COc1cc(C(=O)N2CCC(O)(c3ccccc3)CC2)cc(OC)c1OC
  -4	29	0.3	2	-1	0.9	8	-0.6	-7
17	CCn1c(SCC(=O)Nc2ccccc2C)nc2nc3c(cc2c1=O)COC(C)(C)C3
  0	5	-1.2	-2	2	0.1	-3	0.8	17
18	Cc1cnc(NC(=O)C2CCCO2)s1 (configuration not stated)
  0	24	-0.7	-3	2	1.1	8	0.8	-6
19	CCN(CC)S(=O)(=O)c1ccc(Br)c(OC)c1
  -1	23	-2.1	0	4	1.1	-8	-0.3	27
20	C/C(=N\NS(=O)(=O)c1ccc([N+](=O)[O-])cc1)c1ccc(NC(=O)c2ccco2)cc1
  3	14	1.4	-1	9	0.3	-2	1.2	2
21	CC1CCCN(CCCOc2ccccc2-c2ccccc2)C1 (configuration not stated)
  1	40	1.2	3	6	0.9	-4	-0.5	-11
22	CCOc1ccc(C(=O)Nn2cnnc2)cc1OCC
  -4	3	-0.4	-2	5	0.0	-1	0.7	-17
23	COc1ccccc1-n1c(SCC(=O)Nc2ccccc2C)nc(O)cc1=O
  -1	-20	0.3	-2	5	0.3	3	0.6	-5
24	CC(C)C(c1nnnn1C1CCCC1)N1CCCCC1 (configuration not stated)
  -2	26	0.6	-2	1	1.4	2	0.5	21
25	COC(=O)C/C=C/[C@@H](C)[C@@H](/C=N/OC[C@H]1O[C@H](c2ccccc2)C=C[C@@H]1Oc1ccc(OC)cc1)OC
  2	-21	1.7	5	7	-0.5	-5	-0.5	10
26	CNNC(=O)C(=O)NNS(=O)(=O)c1ccccc1
  -2	13	0.9	4	1	0.8	5	0.0	2
27	COc1cccc(-c2cc(C(=O)NCCc3ccccc3)no2)c1
  -3	0	3.0	2	4	0.8	-4	0.2	-47
28	Nc1nonc1-c1nc2ccccc2n1Cc1ccc(F)cc1Cl
  -2	20	-6.8	0	1	0.5	-3	0.0	100*
29	CC(C)N(CC#CC(O)(c1ccccc1)c1ccccc1)C(C)C
  -3	-2	2.0	1	0	-0.6	-10	-1.4	-1
30	Cc1nc(S(=O)(=O)N2CCN(C3c4ccccc4-c4ccccc43)CC2)cn1C
  1	9	0.7	1	-2	0.6	2	1.1	15
31	O=C1CC(C(=O)O)S/C(=N\NC(=O)c2ccccc2)N1 (configuration not stated)
  -4	14	-2.5	0	0	0.4	-6	1.4	-18
32	CCN(CC)Cc1ccc(NC(=O)c2sc3cc(Cl)ccc3c2Cl)cc1
  0	18	-14	1	0	1.3	0	1.7	-6
33	C/C=C/c1ccc(OCCCNCC(C)O)c(OC)c1 (configuration not stated)
  6	10	3.2	-2	4	-0.3	-15	-0.8	-16
34	CCC1(CC)Cc2ccccc2-c2nc(NCCO)[nH]c(=O)c21
  0	-24	0.7	3	4	0.8	-2	2.1	15
35	Cc1c(Br)cc(C(=O)N2CCCCCC2)c(C)c1C
  -2	-11	0.4	3	4	-1.1	-7	-2.0	53
36	O=C1O/C(=C/C(=O)N2CCOCC2)c2ccccc21
  -4	9	-1.4	3	-2	0.6	-1	-0.3	8
37	O=C(Cn1nnc(-c2ccccc2)n1)NNC(=O)c1ccco1
  -6	8	0.2	3	3	1.4	4	1.5	-10
38	CC(C)(O)C#Cc1ccccc1C(=O)NC(CC(N)=O)C(=O)O (configuration not stated)
  -5	-16	-0.8	-1	1	0.2	1	0.0	-6
39	COc1ccc(/C=C(\NC(=O)c2ccc(OC)cc2)C(=O)NC(CCSC)C(=O)O)cc1 (configuration not stated)
  2	6	0.3	1	3	0.8	0	-0.5	13
40	Cc1cccc(N(CC(=O)NC(C)(C)C)C(=O)CNC(=O)c2cccs2)c1
  0	22	-0.2	3	-2	0.1	-6	0.7	9
41	COc1ccccc1N1CCN(C(=O)c2c(-c3ccccc3)noc2C)CC1
  4	12	-7.0	-1	7	-1.1	-8	-0.4	/
42	COc1ccccc1/C=C/C(=O)OCC(=O)NNC(=O)c1ccccc1
  0	3	0.4	1	3	0.4	-7	-0.9	-4
43	COc1ccc(Cc2noc(CN3CCN(C4CCc5ccccc5C4)CC3)n2)cc1OC (configuration not stated)
  3	11	-1.8	3	10	2.6	3	4.2	25
44	CCC1CCCCN1C(=O)c1sc2nc(C)nc(N(CC)CC)c2c1C (configuration not stated)
  2	24	2.2	2	3	3.4	6	-2.0	6
45	Cc1cc(C)c2oc(-c3ccc(C)c(NC(=S)NC(=O)/C=C/c4ccco4)c3)nc2c1
  2	4	-11	3	3	0.1	3	1.8	29
46	COc1cc(Cl)c(C)cc1NC(=O)c1cccc(OC)c1OC
  2	30	2.7	8	8	0.7	-4	-0.2	23
47	C=C(C)C(=O)OCCCCCCOc1ccc(C(=O)O)cc1
  -1	11	-2.7	0	6	1.0	-3	-0.9	5
48	Cc1ccc(-c2nn(-c3ccccc3)cc2C(=O)N2CCOCC2)cc1C
  -4	4	0.1	0	-1	0.2	7	-1.5	9
49	CCOc1ccccc1N1CC(C(=O)Nc2cccc(S(=O)(=O)N3CCCCC3)c2)CC1=O (configuration not stated)
  3	-2	0.0	1	3	0.5	-8	-1.1	11
50	CC(=O)Nc1ccc(/C=C/c2ccc3cccc([N+](=O)[O-])c3n2)cc1
  3	-8	-3.5	3	9	0.5	-9	1.6	39
51	Cc1ccccc1Cc1n[nH]c(=S)n1N
  -1	7	0.8	0	4	0.5	-5	-0.6	19
52	CCOC(=O)c1nc2cc3n(c(C)c-2c1C)C(C)C(C)=C3C (configuration not stated)
  5	10	-0.5	9	6	-0.2	-2	0.8	4
53	O=C(C1=C[C@H](c2coc3ccccc3c2=O)C[C@H](OCCCCO)O1)N1CCN(Cc2ccccc2)CC1
  -2	2	2.5	4	3	0.6	-1	-0.5	13
54	CCCCN(C(=O)CSc1nnc(Nc2ccccc2)s1)c1c(N)n(CCC)c(=O)[nH]c1=O
  2	18	-2.3	1	3	0.1	-11	-0.1	8
55	COc1ccc(OCCC(=O)OCC(=O)NCc2ccc(F)cc2)cc1
  3	-18	-0.3	0	2	0.0	-11	-0.3	5
56	COc1ccc(S(=O)(=O)Nc2ccccc2C(=O)NCc2ccco2)cc1
  -2	-6	0.5	0	2	-0.1	-3	0.3	25
57	O=C(Nc1cnc2sccn2c1=O)c1ccccc1Cl
  9	18	-0.2	-1	6	0.1	-1	0.2	43
58	C[n+]1cccc(C2C(C#N)=C(N)Oc3c2ccc2ccccc32)c1 (configuration not stated)
  0	4	-7.4	5	-3	-0.5	8	-1.1	-25
59	Cc1ccc(OCC(=O)c2c(O)c3ccccc3oc2=O)cc1C
  -3	47	-0.2	0	0	-0.8	-9	0.7	30
60	CCN(CC)c1ccc(NC2=C(Cl)C(=O)c3ccccc3C2=O)cc1
  -2	43	-14	1	0	-0.5	-4	-1.2	107*
61	O=C(CSc1nnnn1-c1ccc(F)cc1)c1ccc(O)c(O)c1
  32*	13	-0.5	2	-11	0.1	-5	0.4	-6
62	COc1ccccc1CC(=O)Nc1ccc(F)cc1F
  3	20	6.2	3	2	-0.4	-3	0.3	0
63	COC(=O)c1c[nH]n2c(=O)cc(CCl)nc12
  -1	12	-0.5	-2	2	-0.2	7	1.4	-5

# Quoted at random: 2 records from the list
# Every second line gives: Ba/F3 V617F tox	PPC-1+TRAIL kill	TNF death inh	Wee1 stabilizer	BaF3 tox	TRPML3 agonist	RBBP9 inhibitor	TRPN1 ag	CHOP inh
61	O=C(CSc1nnnn1-c1ccc(F)cc1)c1ccc(O)c(O)c1
  32*	13	-0.5	2	-11	0.1	-5	0.4	-6
46	COc1cc(Cl)c(C)cc1NC(=O)c1cccc(OC)c1OC
  2	30	2.7	8	8	0.7	-4	-0.2	23
